Screens as filed in PubChem BioAssay.
KDM5B inh = KDM5B demethylase inhibition. Q9UGL1. KDM5B demethylase, FDH-coupled NADH fluorescence (FDH is formaldehyde dehydrogenase). Potency, µM (highest dose often 57.7 µM), for inactives: top-dose activity change, negative = inhibition, most hits filed as inhibitors. actives 2.6% (n = 220,000). AID 1347165; active means well fitted inhibition curve with a large enough effect; inconclusive means small, poorly fitted or top-dose-only effect; inactive means no such curve, though single readings can be large or run the other way; further: 0% is about no effect; nearly all actives have a fitted effect of over 70% in size
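Here, H3K4me3 peptide (12.5 µM in substrate mix) is demethylated by KDM5BΔAP, 200 nM final, after 10 min compound exposure. Formaldehyde product is coupled through FDH (0.25 U/mL in mix) to NADH fluorescence; 30-min ΔRFU feeds dose-response curves.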
An asterisk follows results filed as active; ? = inconclusive; & = joins results of further samples; [ ] = another dose, or the depositor's remark. Potency means the concentration at half of the fitted maximal effect. These rows are one share of the data; the hit share may differ from the screen's.

SMILES	KDM5B inh
O=C(c1ccncc1)N1CCN(C2CCNCC2)C(=O)C1	-13%[115 µM]
O=C([C@@H]1C[C@H](Oc2ccccc2)CN1C(=O)C1CCCCC1)N1CCOCC1	14%
COCCO[C@H]1C(=O)N(C2CCN(C(=O)Nc3ccccc3)CC2)[C@H]1c1ccncc1	30%
N#C/C(=C/c1cccc(OCc2ccccc2)c1)c1nc2ccccc2[nH]1	?
Cc1nc(NC2CCCCC2)ncc1C(=O)O	32µM*
CCC(CC)C(=O)Oc1ccc2c(=O)c(Oc3cccc(C)c3)coc2c1	-10%
O=C(CN1c2ccccc2Sc2ccccc21)N/N=C/c1ccc([N+](=O)[O-])cc1	-6%
Nc1ccc(C(=O)N2CCCn3nc(C(=O)Nc4ccccc4)cc3C2)cn1	-8%
CCOc1ccc(S(=O)(=O)NCC(C)O)c2ccccc12 (stereo not given)	8%
COc1ccc(OCc2ccc(-c3nc(C#N)c(N4CCC(C(N)=O)CC4)o3)o2)cc1	?
O=C(c1ccccc1)N1CCC(N2CCCOC2=O)CC1	18%[149 µM]
CCc1ccccc1NC(=O)C1=CC(c2ccc(OC)c(OC)c2)=NS(=O)(=O)N1C	9%
Cc1cccc(Cn2c(SCCC(=O)O)nc3c2c(=O)[nH]c(=O)n3C)c1	0%
CCOC(=O)c1sc(NC(=O)C(NC(=O)c2ccc(F)cc2)C(C)C)nc1C (stereo not given)	7%
Cc1cc(C)n(C)c(=O)c1C(=O)NC1CCCc2nc(-c3ccccc3)ncc21 (stereo not given)	-23%
CC(C)N1C(C(=O)Nc2ncccn2)=C(O)c2ccccc2S1(=O)=O	-13%
OCc1cn(CC2CCN(c3ncnc4nc[nH]c34)CC2)nn1	10%
COc1cc(C#N)ccc1OC(C)C(=O)Nc1cc(C)ccc1C (stereo not given)	-2%
CC(C)(C)C(=O)NC(Nc1ccccc1)C(Cl)(Cl)Cl (stereo not given)	10%
Cc1ccc(C(=O)N/C(=C\c2ccc(-c3ccc(Cl)cc3Cl)o2)C(=O)NC(C)(C)C)cc1	?
O=C(Nc1ccc(N2CCOCC2)cc1)[C@H]1CN(Cc2ccccc2)C[C@H]1C(=O)O	-9%
CCC(=O)N(CCC1(CCC(C)C)CCOC(C)(C)C1)Cc1ccccc1 (stereo not given)	11%
O=C(COC(=O)c1ccccc1-c1ccc(C(F)(F)F)cc1)c1ccc([N+](=O)[O-])cc1	-10%
CC(C)(C)C(=O)NC1CCCc2ccccc21 (stereo not given)	2%
CC(C)(C)C(=O)Nc1nnc(COc2ccc(Cl)cc2)s1	?

Some of these compounds in order of length of the SMILES, smallest number first.
SMILES	KDM5B inh
O=C(c1ccccc1)N1CCC(N2CCCOC2=O)CC1	18%[149 µM]
COc1cc(C#N)ccc1OC(C)C(=O)Nc1cc(C)ccc1C (stereo not given)	-2%
COCCO[C@H]1C(=O)N(C2CCN(C(=O)Nc3ccccc3)CC2)[C@H]1c1ccncc1	30%

Continued.
SMILES	KDM5B inh
COc1ccc(-n2cc(CN3C[C@@H](C)O[C@@H](C)C3)c(-c3cccc(F)c3)n2)cc1	?
CC(=O)N/C(=C\c1ccc(F)cc1)C(=O)NC(Cc1ccccc1)C(=O)O (stereo not given)	34%
CC(=O)N1CCCN(C(=O)c2c[nH]c3ncccc23)CC1	-14%[86.2 µM]
O=C([C@H]1CCC[C@H](O)C1)N1CCC(n2cnnc2)CC1	-2%
Cc1ccccc1CNC(=O)C1CCCN(S(=O)(=O)N(C)c2ccc(F)cc2)C1 (stereo not given)	-4%
CN(CC(=O)Nc1ccc(OC(F)(F)F)cc1)S(=O)(=O)c1ccc2c(c1)CCC(=O)N2	-7%[11.5 µM]
O=C(/C=C/c1cccs1)OCC(=O)c1ccc2c(c1)-c1ccccc1C2	13%
Cc1ccc(S(=O)(=O)c2nnn(CC(=O)Nc3ccccc3C)c2N)cc1	?
CC(=O)NCC1Cn2cccc2CN1Cc1ccccc1 (stereo not given)	28µM*
CC(C)N(/C=C/C(=O)C(F)(F)F)C(C)C	-6%
CN(C)CCC(=O)N1Cc2ccccc2CC2(CCCN2Cc2cccnc2)C1 (stereo not given)	-1%[115 µM]
Cc1ccc(Cl)cc1N1CCN(C(=O)c2cnc3c(-c4ccc(F)cc4)c(C)nn3c2C)CC1	14%
O=C(NCC1CCCO1)c1ccc(COc2ccccc2)cc1 (stereo not given)	34%
CCCOC(=O)N1CCCC(c2nccn2CCCN(C)C)C1 (stereo not given)	24%
COc1ccc(C(=O)Oc2cccc(C)c2C)cc1I	-2%
CC(C)CCN(C)Cc1ccc(F)cc1	?
O=C(c1ccccc1)N1CC2(Cc3ccccc3NC2=O)C1	20%[149 µM]
CCOc1ccccc1NC(=O)N1CCc2cc(S(=O)(=O)N3CCC(C)CC3)ccc21	?
CC(=O)N/C(=N/c1nc(C)cc(C)n1)Nc1ccc(C)cc1Cl	17%
COc1ccc(Cl)cc1NC(=O)C1CCCN(c2ccc3nncn3n2)C1 (stereo not given)	12%
COCC1CN(S(=O)(=O)Cc2cccc(F)c2)CC12CCNCC2 (stereo not given)	-14%
Cc1ccc(Nc2c(-c3ccc(N4CCOCC4)cc3)nc3ncccn23)c(C)c1	14%
CC(C)C1=NOC2(CCN(C(=O)c3ccc(C(F)(F)F)cc3)C2)C1 (stereo not given)	15%[149 µM]
CC(=O)Nc1ccc(S(=O)(=O)Nc2cc(-c3cn4ccccc4n3)ccc2C)cc1	?
CCOc1ccccc1C1NC(=O)N(CC(=O)Nc2ccc(F)cc2)C2=C1C(=O)OC2 (stereo not given)	-2%
Further compounds
SMILES	KDM5B inh
CC1(C)Cc2c(c(N3CCOCC3)nc3sc4c(NCCN5CCOCC5)nnnc4c23)CS1	-17%
CN(Cc1cccc(C(F)(F)F)c1)C(=O)C1(C)CCOCC1	-13%[149 µM]
O=C(CN(Cc1ccc(F)cc1)C(=O)c1csnn1)NCc1ccccc1	15%
Cc1ccc(N(CC(=O)N[C@H]2C[C@@H]3OCC[C@H]23)S(C)(=O)=O)cc1	-1%
Cc1cc(C(=O)NC(C)c2nc3ccccc3[nH]2)cc(S(N)(=O)=O)c1C (stereo not given)	15%
COc1ccc(NC(=O)CC2C(=O)N(C)C(=S)N2CCc2ccc(F)cc2)cc1 (stereo not given)	-6%
CC(C)CC(=O)Nc1nc2nc(-c3ccccc3)cc(=O)n2[nH]1	?
COc1ccccc1CNC(=O)c1noc(-c2ccc(C)cc2)n1	-9%
Cc1nnc([C@H]2CCN(Cc3ccc(C#N)cc3)C2)o1	-10%[115 µM]
CC(C)NCc1ccco1	-7%
Cc1ccncc1C(=O)N1CCC(N2C(=O)C(OCC3CC3)C23CCOCC3)CC1 (stereo not given)	-16%
CCCN(CC1CCOC1)S(=O)(=O)c1ccc(C)cc1C (stereo not given)	-17%
O=C(NCCc1cn[nH]c1)[C@H]1CCC[C@@H](O)C1	-18%
Cc1ccc(-n2nnnc2SCc2cc(Cl)c3c(c2)OCCCO3)cc1	7%
Cc1ncsc1CN1CCCCCNC(=O)CC1c1ccccc1 (stereo not given)	?
O=C(CSc1ccc(Cl)cc1)N1N=CCC1c1ccccc1 (stereo not given)	5%
Cc1cc(C)cc(OC(C)C(=O)Nc2ccc3nsnc3c2)c1 (stereo not given)	?
CC/C=C(/C)C(=O)N1CCN(C(=O)c2cccs2)CC1	11%
COc1ccc(CCCc2nnc(SCC(=O)Nc3ccccc3F)o2)cc1C	-12%&-25%
Cc1nc(C)c(C(=O)NCC(=O)N2CCCCCNC(=O)CC2c2ccccc2)s1 (stereo not given)	14%
C#CCN(C)C(=O)C[C@@H]1c2nc(NC(=O)c3ccc(OC)cc3)sc2C[C@@H]2[C@](C)(CO)[C@H](O)CC[C@]21C	?
Cc1cc(C)c(OC(=O)c2cccc(C#N)c2)c(C)c1	7%
COc1cccc(C2C3=C(CC(C)(C)CC3=O)Nc3nc(-c4cc(OC)c(OC)c(OC)c4)nn32)c1 (stereo not given)	3%
CNC(=O)c1cc(=O)n(CC(=O)Nc2cccc(C)c2)c2ccccc12	-25%
CCOC(=O)c1nc(-c2ccc(Br)o2)no1	-2%

Next section; it opens with the five that closed the last part.
SMILES	KDM5B inh
C#CCN(C)C(=O)C[C@@H]1c2nc(NC(=O)c3ccc(OC)cc3)sc2C[C@@H]2[C@](C)(CO)[C@H](O)CC[C@]21C	?
Cc1cc(C)c(OC(=O)c2cccc(C#N)c2)c(C)c1	7%
COc1cccc(C2C3=C(CC(C)(C)CC3=O)Nc3nc(-c4cc(OC)c(OC)c(OC)c4)nn32)c1 (stereo not given)	3%
CNC(=O)c1cc(=O)n(CC(=O)Nc2cccc(C)c2)c2ccccc12	-25%
CCOC(=O)c1nc(-c2ccc(Br)o2)no1	-2%
COC(=O)[C@@H]1Cc2c([nH]c3ccccc23)[C@H]2C[C@@H](NCCN3CCOCC3)C[C@@H](c3ccc(C(F)(F)F)cc3)N21	?
Cc1ncc2c(c1CNC(=O)c1ccccc1-c1ncc[nH]1)CCNC2	-24%
O=C(Cc1cccc(F)c1)N1CCC2(CC1)NC(=O)N(c1ccccc1Cl)N2	?
NC(=O)CO[C@@H]1CO[C@H]2[C@@H]1OC[C@@H]2NC(=O)Nc1cccc2ccccc12	28µM*
O=C(NC1CCN(c2cnn(Cc3ccccc3)c(=O)c2)CC1)C1CCC1	27%
O=C([C@@H]1C[C@H](F)CN1C(=O)Cc1ccccc1Cl)N1CCCCC1	-3%
CCS(=O)(=O)N1CCCN(C)c2ccccc21	-27%
COc1ccc(NC(=O)CN(C)C(=O)c2cc(-c3ccncc3)nc3ccccc23)cc1	-7%
COCCN1CCCCC(CC(=O)Nc2cccc(OC)c2)C1=O (stereo not given)	-20%
CCN(CC)c1ccc(C2SCc3cc(C)c(C)cc3CS2)cc1	-4%
O=Cc1ccccc1-c1cccc(Cl)c1	10%[230 µM]
CCOc1ccc(CCNC(=O)Cn2nc(C)n3c(cc4occc43)c2=O)cc1OCC	-22%
CC[C@H]1CN(C(=O)N2CCOCC2)CC[C@H]1CC(=O)Nc1nccs1	-4%[86.2 µM]
COc1ccc(-c2cn3c(n2)sc2cc(C(=O)NCc4ccccc4)ccc23)cc1	?
CCC(=O)Nc1ccccc1-c1nc2ccccc2n(Cc2cccc(Br)c2)c1=O	?
CC(Oc1ccc(C(=O)c2ccc(F)cc2)cc1)C(=O)N1CCc2ccccc21 (stereo not given)	-13%
Cc1cc(C)n(CC(=O)NCC2(C)CCOCC2)n1	-13%
O=C(CCS(=O)Cc1cccc2ccccc12)Nc1ccccc1 (stereo not given)	10%
CCCS(=O)(=O)N[C@@H]1CN(Cc2cccnc2)C[C@H]1CN(C)C	?
O=[N+]([O-])c1cccc(-c2ccc(/C=N/NC(=S)Nc3cccc(F)c3)o2)c1	20%
COc1ccccc1OC(=O)C1OC2OC(C)(C)OC2C2OC(C)(C)OC12 (stereo not given)	26%
Cc1ccc(-c2c(C(=O)N(C)Cc3ccccc3)oc(=O)c3ccccc23)cc1	-26%
CCC(C)NC(=O)c1cc2c(Cl)nc3ccc(C)cc3c2s1 (stereo not given)	0%
CCOc1ccccc1C(=O)N1CCN(Cc2ccc(=O)n(C)c2)CC1	?
CCNC(=O)NC(=O)COC(=O)c1cc(-c2ccc(C)o2)nc2ccccc12	138%[activator]
New compounds follow
SMILES	KDM5B inh
CC1(C(=O)Nc2cccc3ccccc23)CC1(Br)Br (stereo not given)	?
COC(=O)c1sc2ccccc2c1S(=O)(=O)N1CCN(c2cc(C)ccc2C)CC1	-6%
CCC(=O)N1CCC(Oc2ccc(C(=O)N3CCOCC3)cn2)C1 (stereo not given)	-18%
COc1cccc(CC(=O)N2CCC3(CC2)N(C)C(=O)CS3(=O)=O)c1	-2%
Cc1cccc(NC(=O)C(Sc2ccccc2)c2ccccc2)c1C (stereo not given)	2%
Cc1ccc(NC(=O)CSc2nc3c(c(=O)[nH]2)CN(Cc2ccccc2)CC3)cc1Cl	-19%
Cc1nnc(NC(=O)CCS(=O)(=O)Cc2ccccc2)s1	8%
CSc1ccccc1NC(=O)c1ccc(-c2ccccc2)cc1	28%
CN1CCN(CC(=O)Nc2ccc(OC(F)(F)F)cc2)CC1	?
COc1ccccc1NC(=O)CCc1ncc(-c2ccc(Cl)cc2)o1	20%
CNC(=O)[C@H]1C[C@H](Oc2ccccc2)CN1C(=O)CCc1nc2ccccc2s1	-10%
COc1ccccc1C(=O)Nc1ccc2ccccc2c1	-8%
O=[S+]([O-])(c1ccc(Br)cc1)c1nnn2c1nc(NC1CCCC1)c1ccccc12	12%[115 µM]
COc1ccc(NC(=O)CSc2nc3ccccc3n2CC(=O)N2CCCCC2C)cc1 (stereo not given)	-16%
COc1ccc(-c2noc([C@@H]3CCCN3C(=O)c3cccc(C)c3)n2)cc1OC	5%
CCC(CC)NC(=O)CCC(=O)c1ccc2c(c1)OCCCO2	9%
Cc1noc(-c2ccc(OC3CN(C(=O)NCCc4ccccc4)C3)cc2)n1	-3%
O=C(CCc1c[nH]c2ccccc12)NC1CCc2n[nH]c(=O)n2CC1 (stereo not given)	2%
O=S(=O)(NC[C@H]1Cn2c(-c3ccc(F)cc3)cnc2CO1)c1ccc(Cl)cc1	0%[86.2 µM]
COc1ccc(/C=N/n2c(=O)[nH]c3c([nH]c4ccc(F)cc43)c2=O)cc1CN1CCCCC1	-1%
O=C(CN1CCN(c2ncccn2)CC1)NCc1ccc2nonc2c1	6%

Marked active in KDM5B inh, among the entries above:
SMILES	KDM5B inh
Cc1nc(NC2CCCCC2)ncc1C(=O)O	32µM*
CC(=O)NCC1Cn2cccc2CN1Cc1ccccc1 (stereo not given)	28µM*
NC(=O)CO[C@@H]1CO[C@H]2[C@@H]1OC[C@@H]2NC(=O)Nc1cccc2ccccc12	28µM*
